# Screening data (PubChem BioAssay)
# PPARg SRC3 recr: PPARgamma-driven SRC-3 recruitment agonism. activation, % at 8 µM. P37231. actives 0.26% (n = 200,000). biochemical PPARgamma/SRC-3 coactivator recruitment assay; in the data active = activation above about 23%;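 also: 0% = DMSO and 100% = reference agonist; some compounds past the cut are filed as inactive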
# Target sequence (P37231 whole entry, looked up): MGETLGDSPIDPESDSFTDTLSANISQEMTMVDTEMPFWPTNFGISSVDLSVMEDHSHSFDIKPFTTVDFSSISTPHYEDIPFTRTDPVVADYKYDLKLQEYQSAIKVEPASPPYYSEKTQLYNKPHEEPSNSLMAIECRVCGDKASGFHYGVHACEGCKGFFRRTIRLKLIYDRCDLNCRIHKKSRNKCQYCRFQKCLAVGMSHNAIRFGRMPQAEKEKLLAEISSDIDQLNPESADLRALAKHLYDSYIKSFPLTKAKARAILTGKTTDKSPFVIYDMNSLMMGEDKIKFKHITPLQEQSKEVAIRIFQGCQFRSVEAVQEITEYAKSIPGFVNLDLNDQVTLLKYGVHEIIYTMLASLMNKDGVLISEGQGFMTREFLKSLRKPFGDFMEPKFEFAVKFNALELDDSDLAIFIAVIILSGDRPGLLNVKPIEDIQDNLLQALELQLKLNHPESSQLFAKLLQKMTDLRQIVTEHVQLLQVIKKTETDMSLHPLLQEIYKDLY
# PPARg SRC2 recr: agonists of SRC-2 recruitment by human PPARgamma | activation, % at 8 µM | PPARgamma LBD-SRC-2 recruitment, biochemical | P37231 | actives 0.34% (n = 200,000); in the data active = activation above about 22%;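 also: 0% = vehicle and 100% = reference agonist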
# bIAP act: increases bovine intestinal alkaline phosphatase activity; actives 0.17% (n = 200,000); purified bovine IAP, CDP-star luminescence, 30 min; hits give high values; fold of DMSO-control signal, blank-subtracted; AID 1016; activation factor at 20 µM;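 active = activation factor of 2 or more at 20 µM, a signal rise over negative controls twice the positive control's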
# bIAP inh: intestinal alkaline phosphatase (bovine) inhibition | purified bovine IAP, CDP-star luminescence, 30 min | inhibition, % at 20 µM | 190,000 tested, under 10 active | AID 1019;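 active = over 50% inhibition of intestinal alkaline phosphatase at 20 µM in the single-dose screen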
#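 test system = bovine IAP enzyme | medium = DEA buffer 100 mM, pH 9.8, with MgCl2 1.0 mM, ZnCl2 0.02 mM | detection = luminescence | dosing = single compound dose of 20 µM, 2% DMSO final | incubation = 30 min reaction at room temperature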
# TNAP act hiacc: increases human TNAP activity under high phosphate acceptor concentration | 200,000 tested, under 10 active | purified TNAP, CDP-star luminescence, 1 M DEA, 30 min; hits give high values; 0 = EDTA background, 1 = DMSO-only activity | AID 1136 | P05186 | activation factor at 20 µM;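 active = activation factor at least 2 at 20 µM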
# Target sequence (P05186 whole entry, looked up): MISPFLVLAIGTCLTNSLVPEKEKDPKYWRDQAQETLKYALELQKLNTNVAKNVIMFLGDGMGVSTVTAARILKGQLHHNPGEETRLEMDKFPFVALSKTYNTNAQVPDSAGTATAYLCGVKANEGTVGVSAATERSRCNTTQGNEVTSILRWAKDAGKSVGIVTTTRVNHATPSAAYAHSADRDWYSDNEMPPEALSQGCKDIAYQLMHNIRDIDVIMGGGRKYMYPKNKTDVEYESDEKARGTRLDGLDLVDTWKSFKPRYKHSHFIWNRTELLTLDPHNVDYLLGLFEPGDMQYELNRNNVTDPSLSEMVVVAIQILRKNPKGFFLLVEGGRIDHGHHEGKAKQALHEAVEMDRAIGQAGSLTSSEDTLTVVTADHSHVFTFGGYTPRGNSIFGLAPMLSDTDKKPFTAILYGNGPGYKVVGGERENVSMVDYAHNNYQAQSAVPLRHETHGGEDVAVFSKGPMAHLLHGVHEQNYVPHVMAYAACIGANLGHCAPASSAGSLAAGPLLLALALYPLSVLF
#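 Control set: EDTA negative control, DMSO positive control / Assay system: human TNAP / Quantity: TNAP 1/800 final / Evaluation: TNAP activation factor scaled between EDTA and DMSO control wells / Measured by: luminescent substrate turnover signal / Compound dosing: one dose, 20 µM / Times: 30 min enzyme reaction at room temperature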
# TR-FRET SRC-2 ct: counter-screen for PPARgamma SRC-2 recruitment agonists: TR-FRET artefact. hits give high values. AID 1049. actives 0.4% (n = 200,000). TR-FRET ratio at 8 µM; in the data active = TR-FRET ratio above about 2000; also: inactives centre near 1500
# TNAP inh noacc: TNAP (human) inhibition, acceptor-free conditions; purified TNAP, CDP-star luminescence, 30 min; inhibition, % at 20 µM; actives 0.26% (n = 200,000); AID 1012;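 active = tissue-nonspecific alkaline phosphatase inhibition above about 50% at 20 µM in the single-dose screen, limit read from the data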;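 also: 0% = DMSO negative control and 100% = EDTA positive control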
# TNAP inh hiacc: inhibitors of human TNAP at high phosphate acceptor concentration. inhibition, % at 20 µM. purified TNAP, CDP-star luminescence, 1 M DEA. P05186. AID 1135. actives 0.03% (n = 200,000);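 active = over 50% inhibition of tissue-nonspecific alkaline phosphatase at 20 µM in the single-dose screen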;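 also: plate controls were DMSO wells for no effect and EDTA-quenched wells as full inhibition for full effect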
# PPARg SRC-1 ag: agonists of human PPARgamma SRC-1 coactivator recruitment | activation, % at 8 µM | AID 631 | actives 0.41% (n = 200,000) | PPARgamma-SRC-1 coactivator recruitment biochemical assay | P37231; in the data active = activation above about 19%;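 also: 0% = DMSO and 100% = reference agonist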
# HMGR II inh: inhibitors of class II HMG-CoA reductase from Enterococcus faecalis; purified E. faecalis HMGR, NADPH absorbance 340 nm kinetic; actives 0.41% (n = 190,000); inhibition, % at 10 µM;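 active = inhibition above a set limit, the median over all tested compounds plus 3 SD, cut at about 9.5% in these data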;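 also: enzyme runs in reverse so mevalonate oxidation gives rising NADPH absorbance; 0% = complete reaction with DMSO and 100% = background rate lacking mevalonate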
# Numbers without * were called inactive; / = no result given.
SMILES,PPARg SRC3 recr,PPARg SRC2 recr,bIAP act,bIAP inh,TNAP act hiacc,TR-FRET SRC-2 ct,TNAP inh noacc,TNAP inh hiacc,PPARg SRC-1 ag,HMGR II inh
COc1ccc(NC(=O)c2cc3c(Cl)nc4ccccc4c3s2)cc1OC,1,-10,0.9,6,1,1418,-6,2,7,1
CC1(c2ccccc2)CC(C)(C)N2C(=O)C(=O)c3cccc1c32 (stereo not given),3,-2,1,2,1.1,1438,0,-6,6,6
CCn1c(Cc2ccccc2)nnc1SCC(=O)Nc1ccc(C)cc1,4,-7,1.3,-25,1,1673,-6,-3,-2,1
CCOC(=O)c1cnc2ccc(C)cc2c1Sc1ccc(F)cc1,-4,1,1,5,1,1558,-2,-5,-5,-4
COc1ccc(OC)c(NC(=O)C2CC(=O)N(CCc3ccccc3)C2)c1 (stereo not given),-3,3,1.1,-6,1,1373,-9,-2,3,8
O=S(=O)(Nc1cccc2cccnc12)c1ccc(S(=O)(=O)N2CCCC2)cc1,-6,0,1.1,-6,1,1631,-1,1,7,1
CCN1C(=O)/C(=C\c2ccc(F)cc2)N=C1SCC(=O)NCc1ccco1,-4,5,0.9,12,1.1,1565,-9,-6,3,-3
NC[C@@]12CCCC1C1CCC2C1 (stereo not given in full),-6,2,1,4,1.1,1512,-13,-7,-2,-3
CCOc1cc(-c2conc2N)cc(OCC)c1OCC,4,-5,1.1,-14,1.1,1363,-10,-6,-10,1
CCOc1nnnc2c1sc1nc(N3CCOCC3)c3c(c12)CC(C)(C)OC3,1,3,/,/,/,1653,/,/,6,/
COc1ccc2nc(SCc3cccnc3)c(C#N)cc2c1,69*,9,1,1,1.1,1517,-11,-7,83*,-2
O/N=C/c1cc(Cl)ccc1OCc1cccc2ccccc12,1,8,0.6,43,1.1,1421,-8,-7,13,1
CCc1nnc(NC(=O)CSc2nnc(CSc3nc(C)cc(C)n3)o2)s1,-2,-5,1,4,1,1400,-12,-4,4,/
O=C1CCC/C(=N\NC(=O)NC2CCCCC2)C1,2,1,1.1,-10,1,1399,-2,4,6,-4
COC(=O)C1=CN(C(C)C)C=C(C(=O)OC)C1c1cc2c(cc1Br)OCO2,3,0,1.2,-17,1.1,1584,-23,-6,-1,-6
CCOC(=O)c1c(/N=C/N(C)C)sc(/C=N/Nc2ccccc2)c1-c1ccccc1,2,4,1,4,1,1722,0,1,8,-6
O=C(CCl)Nc1ccccc1Sc1ccc(Cl)cc1,0,9,0.9,10,1.1,1530,5,-8,3,-8
CC1CCN(CCCNC(=O)COc2cc(=O)n(C)c3ccccc23)CC1,9,3,1,3,1.1,1738,-12,-7,4,-4
CC(=O)c1cccc(N(C(=O)c2ccco2)C(C(=O)NC2CCCC2)c2ccc(N3CCOCC3)cc2)c1 (stereo not given),2,7,1.3,-27,1,1587,-8,2,14,4
Cc1ccc(C)c(N2CC(O)(c3cccs3)[N+]3=C2CCCC3)c1 (stereo not given),-1,5,1.3,-29,1,1472,-2,-2,2,5
CC(=O)Nc1cccc(NC(=O)c2c(-c3ccccc3Cl)noc2C)c1,2,1,0.8,19,1,1647,-12,-4,-4,3
CCCCc1ccc(NC(=S)NCCN2CCOCC2)cc1,3,16,0.9,10,1.1,1584,-12,-7,4,-5
Cc1cc(C)nc(SCC(=O)Nc2ncc(Cc3cccc(Cl)c3)s2)n1,6,-7,0.7,28,1,1509,-10,-3,-1,0
Cc1ccc2nsnc2c1NC(=O)c1cccnc1Cl,2,4,1.6,-58,1,1577,-5,2,2,0
COc1cc(SC#N)ccc1N=Cc1c(C)[nH]n(-c2ccc(C)c(C)c2)c1=O,3,19,1,0,1,1797,-19,2,1,-1

# Going on with the list.
SMILES,PPARg SRC3 recr,PPARg SRC2 recr,bIAP act,bIAP inh,TNAP act hiacc,TR-FRET SRC-2 ct,TNAP inh noacc,TNAP inh hiacc,PPARg SRC-1 ag,HMGR II inh
Cn1c(=O)c(/C=C/c2ccccc2)nc2ccccc21,8,5,0.9,8,0.9,1454,-9,6,5,-2
COc1ccc(OC)c(C(=O)COC(=O)CNC(=O)c2ccccc2)c1,0,4,1,-4,1,1591,-15,4,9,0
CC(Sc1nc(-c2ccccc2)cc(C(F)(F)F)n1)C(=O)O (stereo not given),5,5,0.9,6,1,1642,-10,-4,5,0
O=C(/C=C/c1cccc([N+](=O)[O-])c1)Nc1ccccn1,-3,1,1,-4,1,1516,-6,-4,2,-2
O=c1oc2ccccc2cc1-c1cn2ccccc2n1,60*,5,1,4,1,1565,-10,-3,-7,1
Cc1ccc(OCC(=O)N/N=C/c2ccccc2)c([N+](=O)[O-])c1,9,1,1,-2,1,1499,-6,3,-3,-2
Cn1c(=O)c2c(nc(N3CCNCC3)n2Cc2cccc3ccccc23)n(C)c1=O,3,1,1,-1,1,1582,-2,0,-3,2
CCCCCC(=O)NNC(=O)c1ccc(F)cc1,-1,-3,1,4,1,1631,-2,-3,-3,-3
CCC1=Nc2cc(C(=O)NCCCOC)ccc2Sc2ccccc21,-3,9,1.1,-7,1,1454,-12,2,5,1
COc1ccccc1CNC(=O)CCSCc1cccc(Cl)c1,1,-3,0.5,/,1,1419,-24,-3,-6,-3
CCOC(=O)C1(CC2CCCCO2)CCN(C(=O)Nc2ccc(C)c(C)c2)CC1 (stereo not given),-3,-3,1.1,-8,1.1,1487,-18,-9,-5,-5
N#Cc1ccccc1NC(=O)COc1c(Br)cc(Br)c2cccnc12,12,21,1,1,1,1761,0,1,6,-1
CC(Sc1nc2cc([N+](=O)[O-])ccc2n1-c1ccc(F)cc1)C(=O)NCc1ccc2c(c1)OCO2 (stereo not given),-3,3,1,-1,1,1423,0,1,-2,0
CCOC(=O)c1c(C(=O)OCC)c(C)n(CCc2ccc(OC)c(OC)c2)c1C,0,4,0.8,16,1,1437,-10,-4,8,-4
O=C(CC(c1ccco1)S(=O)(=O)c1ccccc1)c1ccccc1 (stereo not given),6,9,1.1,-6,1,1765,-12,-3,-1,-5
O=C(Nc1ccc2oc(-c3ccccc3)nc2c1)c1cccs1,1,-4,1.1,-6,1,1225,-9,0,-2,-1
CCOc1ccc(N(CC(=O)Nc2ccccc2C(=O)N2CCOCC2)S(=O)(=O)c2ccc(F)cc2)cc1,2,-4,1,4,1.1,1427,-8,-6,-5,-4
O=C(O)c1ccc(CNc2ccccc2C(=O)O)cc1,14,7,1,3,1,1609,-15,-2,-1,-2
Cc1c(NC(=S)N/N=C/c2ccc(N(C)C)cc2)c(=O)n(-c2ccccc2)n1C,3,-7,1.7,-69,1,1489,-1,-2,2,1
CC(=O)NN1C(=O)/C(=C\c2ccccc2)SC1=S,6,7,1,4,1,1663,3,-3,-3,3
Cc1cccc(C)c1NC1=NCCCCC1,-1,7,1,4,1.1,1533,-9,-6,-11,-1
Cc1ccc(-c2cc(C(F)F)nc(NCc3cccnc3)n2)cc1,-7,1,0.9,13,1,1548,-8,-3,9,0
Nc1nc(SCC(=O)NCc2ccccc2)n[nH]1,-2,2,1,4,1,1527,-5,-3,6,4
CN(C)CCNC(=O)Cc1ccc([N+](=O)[O-])cc1,6,-3,0.9,13,1,1672,-11,-4,0,0
CC(C)[C@H](Nc1nc(-c2ccccc2)nc2c1oc1ccccc12)C(=O)O,2,4,1,3,1,1409,-10,-1,-1,0

# (listing goes on)
SMILES,PPARg SRC3 recr,PPARg SRC2 recr,bIAP act,bIAP inh,TNAP act hiacc,TR-FRET SRC-2 ct,TNAP inh noacc,TNAP inh hiacc,PPARg SRC-1 ag,HMGR II inh
COc1ccccc1NCC(=O)NNC(C)C(=O)Nc1cccc(Cl)c1 (stereo not given),3,11,1,-4,1.1,1795,-13,-6,7,-8
CC(Nc1cc(N2CCCC2)ccc1[N+](=O)[O-])c1ccccc1 (stereo not given),-11,-2,1,0,1,1327,3,5,-1,0
CCN(CC)CCNC(=O)c1ccc(NC(C)=O)cc1,-4,4,0.9,11,1.1,1439,-10,-7,-3,-2
Cc1nc2nc(C)c(CCC(=O)Nc3ccc4c(c3)OCO4)c(C)n2n1,-2,-4,1,2,1,1558,-14,-2,4,-1
CCOC(=O)c1c(-c2ccccc2)csc1NC(=O)CSc1nnc(C)s1,7,10,1,3,1,1753,-3,-1,5,-5
Cc1ccc(CCn2c3c(c4ccccc42)CN(C)CC3)cn1,-2,-1,1,-3,1.1,1531,-1,-11,-2,-4
O=C(COC(=O)c1ccc(O)cc1)Nc1ccccc1-c1ccccc1,-1,12,1,4,1.1,1371,-7,-6,-3,-3
COC(=O)[C@H](CCSC)NC(=O)NCc1ccccn1,4,-4,1,5,1,1544,-9,-3,-6,-1
Cc1ccc(S(=O)(=O)N(C)C)cc1NC(=O)COC(=O)c1c(C)noc1C,7,-1,0.8,16,1,1594,-12,3,-1,0
CCc1nc(N)c(C#N)c(-c2ccncc2)c1C,-14,-2,0.9,6,1.1,1365,-8,-7,-8,-7
COc1ccc(C2=NC(CO)(CO)CO2)cc1,-1,-1,1,-3,1,1376,-10,-4,-6,-1
Cc1cc(C)cc(NC(=S)NCCCN2CCOCC2)c1,3,-3,1.1,-8,1,1495,-11,-2,6,-2
COC(=O)c1c(C(=O)OC)c(-c2ccc(C)cc2)n2c1CS(=O)(=O)C2,9,5,1,1,1,1582,-12,2,1,-3
CCOC(=O)COn1c(-c2cccc(Cl)c2)nc2ccc([N+](=O)[O-])cc21,2,-2,0.9,8,1,1552,-7,-1,12,2
NNC(=O)c1sccc1OCc1ccc(F)cc1,1,-2,1,1,1,1662,-7,-2,2,-1
Cc1ccc(S(=O)(=O)N2CCC(C(=O)O)CC2)cc1,2,-6,1,-5,1,1397,-1,-2,-7,-2
Cc1ccc(-n2c(C)nc3ncnc(-c4ccccc4)c32)cc1,1,6,1,0,1,1424,0,1,-4,0
CCCn1c(SCC(=O)N2c3ccccc3CC2C)nnc1-c1ccco1 (stereo not given),8,13,0.5,50,1.1,1900,-10,-6,4,-1
Cn1nnc2cc(C(=O)N3CCC(c4ccccc4)C3)ccc21 (stereo not given),3,-6,1.2,-24,1.1,1304,-9,-6,-12,1
COc1ccc(NC(=O)CSc2ccc(-c3ccccn3)nn2)cc1OC,-3,2,0.9,11,1,1560,-4,2,1,-6
O=C(Nc1ccc2c(c1)OCCO2)c1ccc(Br)c(S(=O)(=O)N2CCOCC2)c1,-7,-6,1,-1,1,1545,-4,-3,1,-4
N#Cc1cc2c([nH]c1=S)CCCC2,2,0,1.3,-33,1,1477,-4,-4,-3,-7

# Arranged by length of the SMILES (lowest first): part of the list above.
SMILES,PPARg SRC3 recr,PPARg SRC2 recr,bIAP act,bIAP inh,TNAP act hiacc,TR-FRET SRC-2 ct,TNAP inh noacc,TNAP inh hiacc,PPARg SRC-1 ag,HMGR II inh
NNC(=O)c1sccc1OCc1ccc(F)cc1,1,-2,1,1,1,1662,-7,-2,2,-1
Cn1nnc2cc(C(=O)N3CCC(c4ccccc4)C3)ccc21 (stereo not given),3,-6,1.2,-24,1.1,1304,-9,-6,-12,1
Cc1ccc(-n2c(C)nc3ncnc(-c4ccccc4)c32)cc1,1,6,1,0,1,1424,0,1,-4,0
COc1ccccc1NCC(=O)NNC(C)C(=O)Nc1cccc(Cl)c1 (stereo not given),3,11,1,-4,1.1,1795,-13,-6,7,-8
Cc1nc2nc(C)c(CCC(=O)Nc3ccc4c(c3)OCO4)c(C)n2n1,-2,-4,1,2,1,1558,-14,-2,4,-1
COC(=O)c1c(C(=O)OC)c(-c2ccc(C)cc2)n2c1CS(=O)(=O)C2,9,5,1,1,1,1582,-12,2,1,-3
